Screening data as filed in PubChem.
INS-1E GSIS act – GLuc luminescence reporter in INS-1E cells, primary screen for activators of glucose-dependent secretion of insulin | INS-1E GLuc reporter insulin secretion, 2-3 h | activation, % at 16.6 µM | actives 0.61% (n = 370,000) | AID 743287, 2014;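 active means lowest replicate activation of at least 40%, so every replicate reaches that level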;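 further: 0% = median of neutral control wells and 100% = median of IBMX positive control wells; some compounds called inactive have numbers as strong as hits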
FN deposit inh – inhibitors of fibronectin matrix deposition, primary screen, AH1F cells, Alexa488-fibronectin fluorescence, plate reader | inhibition, % at 12.6 µM | actives 0.086% (n = 350,000) | AH1F fibroblasts, overnight;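 active means mean inhibition across replicates of 30% or more, regardless of how many single replicates reach that level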;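 further: positive control wells lacked labelled fibronectin entirely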
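Assay system: AH1F fibroblasts assembling fluorescent fibronectin matrix; Amount: 10000 AH1F cells per well; Buffer or medium: DMEM, 2% serum; Probe or stimulus: Alexa488-fibronectin, 24 nM final in well; Doses: single compound dose, delivered by pin transfer; Incubation: 1 h adhesion, overnight exposure; Measured by: fluorescence 485/525 nm; Read-out: fibronectin deposition inhibition.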
An asterisk follows results filed as active. A portion of the library; rates above refer to the full screens.

SMILES	INS-1E GSIS act	FN deposit inh
O=C(CN1CCN(c2ccc([N+](=O)[O-])cc2)CC1)Nc1ccccn1	5	-9
Cc1ccc(/C=N/NC(=O)CSc2nc3ccccc3o2)cc1	-24	11
CCN=C1S/C(=C\c2cc(OCC)c(O)cc2Br)C(=O)N1CC	20	12
Cc1ccc(S(=O)(=O)N(C(=O)c2ccco2)c2cc3sc(=O)oc3c3ccccc23)cc1	23	1
COC(=O)C(CCSC)NS(=O)(=O)c1ccc(Cl)cc1 (centres undefined)	15	3
O=C(CSc1ncn[nH]1)Nc1c(Br)cc([N+](=O)[O-])cc1Br	8	-4
CC(C)CCNC(=O)c1csc2c1CCCCC2	9	3
O=C(NC(=S)NNS(=O)(=O)c1ccccc1)c1ccccc1[N+](=O)[O-]	-2	-1
O=C(NNc1cc(N2CCOCC2)nc(N2CCOCC2)n1)c1ccc(Cl)c(Cl)c1	-15	7
Cc1ccc(C)c(N2C(=O)c3ccc(C(=O)OCC(=O)c4c(N)n(C)c(=O)n(C)c4=O)cc3C2=O)c1	26	-16
CC[C@H](C)[C@H](NC(N)=O)C(=O)Nc1ccc(C)cc1	2	-3
COc1ccc(CCN2CN(S(=O)(=O)c3ccccc3)c3nc4ccccc4nc32)cc1OC	-26	0
O=C(CNC(=O)c1ccc(Cl)cc1)NCC(F)(F)F	28	-2
Cc1ccc(C(=O)Nc2ccc(C)c(S(=O)(=O)N(C)C)c2)s1	1	-11
COc1cccc(C(=O)NC(=S)Nc2ccc([N+](=O)[O-])cc2C)c1	28	6
O=C(Nc1ccc(Cl)cc1)Nc1cc([N+](=O)[O-])ccc1F	-12	1
CCN(CC)S(=O)(=O)c1cc([N+](=O)[O-])ccc1N=Nc1c(O)n(C)c2ccccc12	-1	1
C[C@@H](NC(=O)C[C@@H]1C[C@@H]2c3cc(NC(=O)NC4CCCC4)ccc3O[C@@H]2[C@H](CO)O1)c1ccccc1	6	-23
O=C(NC(=S)Nc1ccc(CN2CCOCC2)cc1)c1ccc([N+](=O)[O-])cc1Cl	0	-2
CC(CC(=O)Nc1cccc(Cl)c1)c1ccccc1 (centres undefined)	-26	17
CC(C)NC(=S)N1CCN(c2ncccn2)CC1	0	2
Cc1ccccc1NC(=O)c1ccc([N+](=O)[O-])o1	4	4
O=C1CCC([N+](=O)[O-])C(c2cc3c(cc2Br)OCO3)N1 (centres undefined)	7	-6
Cc1ccc(Oc2cc(NC(=O)CCCn3nc([N+](=O)[O-])cc3C)cc([N+](=O)[O-])c2)cc1	-27	-6
O=C(CSc1nc2ccccc2s1)NCc1ccc2c(c1)OCO2	5	2
COCC(C)NC(=O)Cc1ccc(F)cc1 (centres undefined)	-9	3
Cc1c(/C=N/Nc2ccc(F)cc2)c(O)n(C)c(=O)c1C#N	-5	-1
Cc1ccc(C2=NC3(CCCCCC3)NC2=S)cc1	5	0
CC(C)(C)NC(=O)C(c1c[nH]c2ccccc12)N(C(=O)Cn1nnc(-c2ccc(Cl)cc2)n1)c1ccccc1F (centres undefined)	-33	-4
CCC(=O)Nc1cccc(-c2cc3ccccc3oc2=O)c1	7	-9
CC(C)(C)NC(=O)COC(=O)c1ccccc1OCC(=O)Nc1ccc(Br)cc1	13	4
O=C1NCCOCn2nncc2CC[C@@H]1Cc1cccc(Cl)c1	2	8
Cc1ccc(Sc2ccc([N+](=O)[O-])cc2[N+](=O)[O-])nc1	3	0
O=C(COC(=O)c1cccc(S(=O)(=O)N2CCc3ccccc32)c1)Nc1ncc(C(F)(F)F)cc1Cl	-34	-3
O=C(c1ccccc1F)N(NC(=O)C(O)(c1ccccc1)c1ccccc1)c1ccccc1	0	1
O=C1CC(c2ccccc2)CC(O)=C1C=Nc1ccccc1O (centres undefined)	6	-3
Cn1c(=O)c2c(nc(SCC(=O)NC34CC5CC(CC(C5)C3)C4)n2C)n(C)c1=O	18	0
CCOC(=O)N1CCN(C(=S)Nc2ccc(C)cc2)CC1	-4	5
COc1cccc2cc(C(=O)Oc3ccc(NC(C)=O)cc3)c(=O)oc12	-13	5
COc1cc(CNC(C)(C)CO)cc(Br)c1OCc1ccc(Cl)cc1Cl	176*	-4
CSCCC(NS(=O)(=O)c1ccc(Cl)cc1)C(=O)OCC(=O)c1c(C)[nH]c2ccccc12 (centres undefined)	-22	5
C/C(=N\NC(=O)CNc1cccc(C(F)(F)F)c1)c1cccc(Br)c1	-18	1
C=C(C)c1cccc(C(C)(C)NC(=O)NC2CC(C)(C)NC(C)(C)C2)c1	-9	2
O=C(N/N=C/c1ccccc1Cl)c1nc2ccc([N+](=O)[O-])cc2c(=O)[nH]1	14	-5
Cc1cc(C(=O)COC(=O)c2ccc(N)cc2)c(C)n1-c1c(C)n(C)n(-c2ccccc2)c1=O	34	-2
N=c1c2c(-c3ccccc3)c(-c3ccccc3)oc2ncn1CCN1CCOCC1	-5	7
Cc1cccc(NC(=O)/C(C#N)=C\c2cc(C)n(-c3ccc(C(=O)O)cc3)c2C)c1	-9	3
O=C1CC(c2ccc(F)cc2)Sc2nc(-c3ccccc3)c(-c3ccccc3)n21 (centres undefined)	-6	2
Cc1cc(C=O)c(C)n1-c1sc2c(c1C(=O)O)CCCC2	0	-6
COc1ccccc1-n1c2nc3ccccc3nc2c2c(=O)n(-c3cc(C)cc(C)c3)cnc21	-30	-2
O=C(NCCCNC(=O)NC1CCCCC1)NC1CCCCC1	-16	1
O=C(NCc1cccnc1)c1csc2c1CCCC2	1	7
CC(=O)Nc1cccc(C(=O)/C=C/c2ccc(Br)cc2)c1	3	7
CC(C(=O)Nc1cc([N+](=O)[O-])ccc1Cl)N1CCN(c2ccccc2O)CC1 (centres undefined)	-12	-2
C/C(=C\C(=O)C(F)(F)F)Nc1ccc(C)cc1	2	-5
CCOc1ccc(/C=C/C(=O)Nc2ccccc2C(F)(F)F)cc1	9	-9
Clc1ccc(/C=N/NC2=Nc3cccc4cccc2c34)cc1	98*	-6
CN(CC(=O)Nc1ccc(N2CCOCC2)cc1)CC(=O)Nc1cccc(C#N)c1	4	2
O=C(CCCOc1ccccc1)NC1CCCc2ccccc21 (centres undefined)	-9	10
COc1ccc(CCNC(=O)CCC(=O)Nc2nnc(C(C)C)s2)cc1OC	-1	3

Entries of single compounds, looked up by structure.
CCOc1ccc(/C=C/C(=O)Nc2ccccc2C(F)(F)F)cc1 in the list: INS-1E GSIS act: 9; FN deposit inh: -9
CN(CC(=O)Nc1ccc(N2CCOCC2)cc1)CC(=O)Nc1cccc(C#N)c1 in the list: INS-1E GSIS act: 4; FN deposit inh: 2

Carrying on.
SMILES	INS-1E GSIS act	FN deposit inh
CC1(C(=O)OCC(=O)N2c3ccccc3Sc3ccccc32)CC1(Cl)Cl (centres undefined)	-6	-4
O=C(CCc1ccccc1)Nc1ccncc1	1	-3
Cc1ccc(NC(=O)Cc2c[nH]c3ccccc23)cc1S(=O)(=O)N1CCCCCC1	-12	2
Cc1ccc(-n2c(SCC(=O)Nc3ccc4c5c(cccc35)CC4)nc(O)c(C)c2=O)cc1	-11	0
COc1ccc2nc(SCCOC(=O)Nc3ccc(Cl)cc3)nc(C)c2c1	-22	6
O=C(NN=C1c2ccccc2-c2ccccc21)c1cccc(Br)c1	-2	6
CC(C)c1ccc(C(=O)NC(=S)NCc2cccnc2)cc1	-11	-9
Cc1ccccc1NC(=O)C(=O)NCCc1ccccc1	17	8
COC(=O)Nc1ccc(Cc2ccncc2)cc1	-2	-2
COC(=O)/C(N=Nc1c(C)n(C)n(-c2ccccc2)c1=O)=C(\C)O	29	-5
CC1(C)C2CC=C(/C=N/NC(=O)c3ccc(O)cc3)C1C2 (centres undefined)	1	0
CCC(=O)N[C@@H]1CC[C@H](CC(=O)NCC2CC2)O[C@@H]1CO	-6	8
O=C1C=C(NC2=CC3OC(c4ccccc4)OCC3OC2=O)CCC1 (centres undefined)	-27	1
NC(=O)CSc1nnnn1-c1cccc(Cl)c1	4	5
Cc1ccc(C2N(c3ccc(Cl)c(Cl)c3)C(=O)C3CCCN32)o1 (centres undefined)	-15	-13
COc1ccccc1NS(=O)(=O)c1cccc(C(=O)N/N=C2\CC(=O)CC(C)(C)C2)c1	-3	-1
O=C(COC(=O)c1nc(Cl)ccc1Cl)Nc1ccc2c(c1)OCO2	3	3
CCOc1ccccc1NC(=O)COC(=O)CSc1ccc(Cl)cc1	1	6
COc1ccc(C[C@H]2CCn3nncc3COC[C@H](CC(C)C)NC2=O)cc1	-1	-8
COC(=O)c1ccc(CSC2=NCCS2)cc1	1	8
COCCN(Cc1cc2cc3c(cc2nc1Cl)OCO3)C(C)=O	3	0
CCc1c(C(=O)N/N=C/c2ccsc2)csc1C	5	-3
N#Cc1cccc(N=Cc2c(O)ccc3ccccc23)c1	-20	-4
CCc1nc(Sc2nnnn2-c2ccccc2)c2c3c(sc2n1)CCCC3	6	-5
Cc1ccc(S(=O)(=O)NN2C(=O)c3ccccc3NC2(C)C)cc1	-5	1
Cc1ccc(/C=C2/NC(=O)N(Cc3ccccc3)C2=O)o1	-12	5
CC(C)NC(=O)Nc1cccc2c1O[C@@H](CN(C)C)[C@@H](C)CN(C)C2=O	-17	-18
COc1ccccc1-n1c(SCC(=O)c2ccc(O)cc2O)nc2cc([N+](=O)[O-])ccc21	52	-9
Cc1ccc(NC(=O)c2c(-c3ccccc3)noc2C)nc1	7	0
CCSc1nc(-c2ccccc2)c(-c2ccccc2)n1CC(O)CO (centres undefined)	45	-4
COc1ccc(C(CC(=O)c2ccccc2)S(=O)(=O)c2ccccc2)cc1 (centres undefined)	-5	-6
CCC(C)C(=O)Nc1cc([N+](=O)[O-])ccc1Cl (centres undefined)	14	5
O=C(NC(=S)NNS(=O)(=O)c1ccccc1)c1ccc([N+](=O)[O-])cc1	2	5
CCOC(=O)c1sc(NC(=O)CSc2nnc(Cc3ccccc3)o2)c(C(=O)OCC)c1C	-13	-1
C[C@@H]1COCc2cn(nn2)CC[C@H](C)C(=O)N1	5	-3
CC(C)OCCCNc1ncc2c(n1)CC(c1cccs1)CC2=O (centres undefined)	12	1
CC(C)(C)N(NC(=O)Nc1ccc(F)cc1)C(=O)c1ccccc1	10	-1
O=C(Cc1cccc(C(F)(F)F)c1)NCc1cccc(Cl)c1	-26	4
CC(=O)N(C)C[C@@H]1Oc2ncccc2C(=O)N(C)C[C@H]1C	21	-2
NCC(=O)Nc1ccc(Cl)cc1C(=O)c1ccc[nH]1	1	6
O=C(N/N=C/c1cccs1)c1cncc(Br)c1	2	-17
O=C(Nc1ccccc1F)Nc1ccc([N+](=O)[O-])cc1Cl	2	-10
Cc1cccc(OCC(=O)NC(=S)Nc2ccccc2N2CCOCC2)c1	-24	0
O=C(C1CCCN(S(=O)(=O)c2ccccc2)C1)N1CCCCCC1 (centres undefined)	16	-2
Cc1cccc2c1N(C(=O)CN1C(=O)c3ccccc3C1=O)C(C)(C)c1ssc(=S)c1-2	-15	-3
C[C@@H]1CC=CC[C@H](c2ccccc2)NC(=O)[C@H](C)N(C)C(=O)c2ccccc2O1 (mixture of isomers)	-2	-1
CCOc1cc(CNc2ccc(S(N)(=O)=O)cc2)cc(Cl)c1OC	7	5
N#Cc1ccc(-c2cccc(-c3nc(C(=O)O)cc4c3[C@@H](CCO)N(CC3CCOCC3)C4)c2)cc1	2	8
CNC(=O)COc1ccc(C=O)cc1OC	0	2
CC(C)OC(=O)c1cccc(-c2ccc(C=O)o2)c1	24	-1
COc1ccc(S(=O)(=O)NCc2ccc(C(=O)N3CCc4ccccc4C3)cc2)cc1	2	1

By substructure: the compounds so far with fluorine
SMILES	INS-1E GSIS act	FN deposit inh
O=C(CNC(=O)c1ccc(Cl)cc1)NCC(F)(F)F	28	-2
O=C(Nc1ccc(Cl)cc1)Nc1cc([N+](=O)[O-])ccc1F	-12	1
COCC(C)NC(=O)Cc1ccc(F)cc1 (centres undefined)	-9	3
Cc1c(/C=N/Nc2ccc(F)cc2)c(O)n(C)c(=O)c1C#N	-5	-1
CC(C)(C)NC(=O)C(c1c[nH]c2ccccc12)N(C(=O)Cn1nnc(-c2ccc(Cl)cc2)n1)c1ccccc1F (centres undefined)	-33	-4
O=C(COC(=O)c1cccc(S(=O)(=O)N2CCc3ccccc32)c1)Nc1ncc(C(F)(F)F)cc1Cl	-34	-3
O=C(c1ccccc1F)N(NC(=O)C(O)(c1ccccc1)c1ccccc1)c1ccccc1	0	1
C/C(=N\NC(=O)CNc1cccc(C(F)(F)F)c1)c1cccc(Br)c1	-18	1
O=C1CC(c2ccc(F)cc2)Sc2nc(-c3ccccc3)c(-c3ccccc3)n21 (centres undefined)	-6	2
C/C(=C\C(=O)C(F)(F)F)Nc1ccc(C)cc1	2	-5
CCOc1ccc(/C=C/C(=O)Nc2ccccc2C(F)(F)F)cc1	9	-9
CC(C)(C)N(NC(=O)Nc1ccc(F)cc1)C(=O)c1ccccc1	10	-1
O=C(Cc1cccc(C(F)(F)F)c1)NCc1cccc(Cl)c1	-26	4
O=C(Nc1ccccc1F)Nc1ccc([N+](=O)[O-])cc1Cl	2	-10
